High-throughput results as filed in PubChem.
PolyA inhibitor = polyadenylation inhibitors in yeast reporter cells, primary screen, luminescence, S. cerevisiae. S. cerevisiae SKY197-pL101 polyadenylation reporter, beta-gal luminescence; efflux-impaired pdr1/pdr3 knockout yeast; score 100 = 6 SD above DMSO. 0.02% of 300,000 active. calls only at 12 µM. AID 1875, 2009;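 active means lowest replicate activity score at least 50, where 100 means six control SD above control mean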;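 further: yeast exposed to compound for 9 h at 30 °C; higher score means more reporter readthrough which indicates perturbed polyadenylation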
KLF5 inh = KLF5 expression inhibitors, primary screen, DLD-1 cells, luminescence; DLD-1 KLF5 promoter-luciferase reporter; 0.23% of 290,000 active; AID 1700, 2009; inhibition, % at 5 µM;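 active means inhibition above a per-plate limit of that plate's mean compound inhibition plus 3 SD, cut at about 60% in these data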;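 further: 0% = DMSO wells and 100% = LY294002 at 200 µM; higher means less KLF5 promoter-driven luciferase light; inactives centre near -14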
GSK3beta inhib = human GSK3beta kinase inhibitors, primary screen, biochemical, cell-free homogeneous, HTS | GST-GSK3beta kinase, ADP-Glo luminescence, 60 min; active compounds read low | activity score (negative = inhibition), % at 10 µM | 0.038% of 300,000 active | AID 2097, 2009;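 active means more than half of replicate wells score below -50%, meaning over 50% inhibition versus plate controls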;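 further: 0% = median DMSO wells and -100% = median GW8510 positive control wells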
Target sequence (P49841 whole entry, looked up): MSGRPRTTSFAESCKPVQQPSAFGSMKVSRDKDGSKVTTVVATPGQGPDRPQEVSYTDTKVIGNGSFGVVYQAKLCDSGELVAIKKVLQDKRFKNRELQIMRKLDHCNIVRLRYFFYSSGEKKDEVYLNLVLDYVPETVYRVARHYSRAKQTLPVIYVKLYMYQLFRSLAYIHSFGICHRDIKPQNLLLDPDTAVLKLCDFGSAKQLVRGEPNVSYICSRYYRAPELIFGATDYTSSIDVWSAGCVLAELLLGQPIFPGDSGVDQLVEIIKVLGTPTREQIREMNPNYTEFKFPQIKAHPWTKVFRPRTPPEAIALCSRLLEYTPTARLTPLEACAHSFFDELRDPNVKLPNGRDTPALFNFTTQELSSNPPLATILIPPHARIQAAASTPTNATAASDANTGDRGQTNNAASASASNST
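Assay system: GST-tagged human GSK3beta kinase, cell-free; Input: 1.6 ng GSK3beta; Medium: Tris/MgCl2 kinase buffer; Timing: 60 min enzyme reaction, room temperature; Signal: ADP-Glo luminescence quantifying ADP generated by kinase; Evaluation: score relative to plate controls; Benchmarks: DMSO neutral wells and GW8510 at 20 µM as positive.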
GSK3 alpha inh = blockers of GSK3A enzyme activity – biochemical, luminescence, cell-free homogeneous, HTS, primary screen | inhibition, % at 10 µM | 0.1% of 320,000 active | GSK-3 alpha kinase, ADP-Glo luminescence, 60 min;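 in the data active means inhibition above about 50%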;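 further: GST-tagged GSK-3 alpha with peptide substrate and 25 µM ATP; 0% = DMSO neutral wells and 100% = GW8510 positive control wells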
Target sequence (P49840 whole entry, looked up): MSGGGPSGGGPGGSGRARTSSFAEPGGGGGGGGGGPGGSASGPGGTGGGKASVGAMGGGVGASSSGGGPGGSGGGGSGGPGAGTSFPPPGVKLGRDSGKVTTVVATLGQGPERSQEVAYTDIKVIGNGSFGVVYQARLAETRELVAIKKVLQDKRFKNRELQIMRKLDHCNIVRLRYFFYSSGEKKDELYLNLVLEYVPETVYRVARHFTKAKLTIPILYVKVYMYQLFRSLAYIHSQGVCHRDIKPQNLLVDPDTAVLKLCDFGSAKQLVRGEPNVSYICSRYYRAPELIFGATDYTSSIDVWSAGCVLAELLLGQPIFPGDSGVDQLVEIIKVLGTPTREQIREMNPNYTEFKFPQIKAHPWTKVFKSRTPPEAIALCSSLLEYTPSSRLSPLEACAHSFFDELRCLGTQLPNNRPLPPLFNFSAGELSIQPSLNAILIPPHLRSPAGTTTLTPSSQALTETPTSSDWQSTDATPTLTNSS
HSP90 refold inh = HSP90 inhibitors, primary screen, cell lysate, luminescence. inhibition, % at 5.6 µM. Rabbit reticulocyte lysate, luciferase refolding luminescence, 3 h. Heat shock protein HSP 90 (rabbit reticulocyte lysate; luciferase refolding). 0.91% of 290,000 active;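 active means inhibition above the screen-wide mean plus 3 SD, computed separately per campaign, cut at about 16% in these data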;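 further: 0% = DMSO wells and 100% = 60 µM geldanamycin wells; inhibitors lower the luminescence because luciferase stays unfolded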
IEC-6 cytotox = cytotoxicity in IEC-6 intestinal epithelial cells, primary screen, cytotoxicity control for KLF5 inhibitor project, cell-based, luminescence; inhibition, % at 5 µM; 0.78% of 290,000 active; IEC-6 cytotoxicity, luminescence viability; in the data active means inhibition above about 22%;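 further: 0% = plate median of test compound wells and 100% = cytotoxic reference compound wells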
AI-2 QS mod = Vibrio harveyi AI-2 quorum sensing modulators, primary screen, JMH597 strain, luminescence/OD600 ratio. activity change, % at 7.5 µM. 0.4% of 300,000 active. Vibrio harveyi JMH597 AI-2 luminescence/OD600 ratio, 9 h; active compounds read low; strain lacks LuxN and CqsS sensors; 0 = neutral-control median; in the data active means activity change below about -75%, passing the limit was not always enough;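 further: luminescence divided by OD600 gain over 9 h not by final OD600 alone; inactives centre near 13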
aSyn UTR inh = MLPCN primary screen, SNCA 5' untranslated region. alpha-synuclein 5'UTR reporter, inhibitor activity. inhibition, % (tested at 7.5 µM). 0.82% of 300,000 active. AID 1813, 2009; in the data active means inhibition above about 60%;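 further: H4 neuroglioblastoma cells stably carrying SNCA 5'UTR luciferase fusion; 0% = DMSO wells and 100% = positive control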
HSF1 inhib = HSF1 inhibitors in luciferase reporter cells, primary screen, cell-based, NIH3T3, luminescence; NIH3T3-HGL HSE-luciferase, MG132-induced, luminescence 8 h; active compounds read low; activity change, negative = inhibition, % at 7.5 µM (by protocol); 0.77% of 300,000 active; AID 2098, 2009;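 active means more than half of replicate wells show activity change below -50%, luminescence cut by over half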;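 further: luciferase reports HSF-1 transcriptional activity via heat shock element; 0% = median of DMSO wells and -100% = zero luminescence signal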
HSF1 activator = HSF-1 activators, primary screen, NIH3T3-HGL cells, MG132 stress, luminescence, single point; AID 504408, 2011; 1.7% of 300,000 active; NIH3T3-HGL HSF-1 luciferase reporter, 8 h; 100% = twice DMSO control signal; activation, % at 9 µM;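 active means mean replicate activation of at least 50% with a set share of replicates each reaching 50%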;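 further: 0% = median of the neutral control wells and 100% = twice that signal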
Active calls of the source: *; i = inactive; . = no result given.

SMILES	PolyA inhibitor	KLF5 inh	GSK3beta inhib	GSK3 alpha inh	HSP90 refold inh	IEC-6 cytotox	AI-2 QS mod	aSyn UTR inh	HSF1 inhib	HSF1 activator
O=C(NCC(=O)N(c1cccnc1)C(C(=O)NC1CCCCC1)c1ccccc1)c1ccco1 (stereo unspecified)	i	-14	1	0	-1	-1	32	14	-1	-2
O=C(NCc1nnc(SCc2ccc(F)cc2)n1-c1ccc(F)cc1)C12CC3CC(CC(C3)C1)C2	i	-8	1	-1	1	2	5	25	14	50
CCNC(=O)NC(=O)CSc1nc2ccccc2n1CCOC	i	-18	0	-1	-2	5	-1	2	-3	15
CC1CCCCC1NC1=NCCCS1 (stereo unspecified)	i	-5	0	1	2	-2	13	16	4	-16
Cc1nc2ccc([N+](=O)[O-])cc2[nH]1	i	-28	0	-2	6	1	16	1	4	37
CC(C)CC(NC(=O)C1CCCCC1)C(=O)N1CCN(c2ccccn2)CC1 (stereo unspecified)	i	-64	1	-1	0	-3	-2	5	-4	9
CC(C)N(C(=O)COC(=O)c1ccc(O)cc1)C(C)C	i	-40	1	-4	-2	-2	29	4	-8	-2
Cn1c(SCc2ccc(Cl)cc2)nnc1C1CC1	i	-2	-1	0	6	-2	12	-9	9	9
COc1ccc(C(=O)CSc2nnc(CN3CCCCC3)n2-c2ccc(Cl)cc2)cc1OC	i	-12	-4	-1	-2	-13	-9	30	11	3
COc1ccc(-c2noc3c2-c2nc(-c4ccccc4C)sc2CC3)cc1	i	.	-3	0	.	.	5	-8	-7	8
C/C(=N/NC(=S)Nc1ccccc1)c1ccc2c(c1)OCO2	i	-34	4	3	-6	-3	15	-43	1	-18
CN1CCN(CC(=O)Nc2ccc(OCc3ccccc3)cc2)CC1	i	-59	-1	6	3	-1	7	-90	10	26
COc1ccc(S(=O)(=O)N2CCC(C(=O)N3CCCCC3)CC2)cc1Cl	i	-24	0	-3	15	0	-1	-15	2	1
Cc1ccc2nc(SCC(=O)Nc3ccc(C)c([N+](=O)[O-])c3)[nH]c2c1	i	-12	3	-3	-2	6	23	-11	16	6
COc1ccc(/C=N/NC(=O)CSc2nnc(CCCc3ccc(OC)c(C)c3)o2)cc1	i	-10	4	0	0	1	30	2	-21	-36
COc1ccc(CNc2ccc(-c3ccccc3OC)nn2)cc1	i	-27	13	.	-1	2	7	-45	-1	30
CCOC(=O)/C=C1\NC2(CCCCC2)Cc2cc(OC)c(OC)cc21	i	-14	-3	-1	1	-5	3	-2	3	16
Clc1ccc2oc(SCc3cccnc3)nc2c1	i	-34	1	1	4	10	-81*	-49	9	42
CC(=O)c1cccc(N=Nc2c(C)[nH]c3ccccc23)c1	i	18	2	1	-7	1	9	-150	5	34
COc1ccc2c(COC(=O)c3cccc(S(=O)(=O)NCC(C)C)c3)cc(=O)oc2c1	i	-10	1	-2	0	-9	15	-14	11	17

Quoted at random: 2 records from the list
SMILES	PolyA inhibitor	KLF5 inh	GSK3beta inhib	GSK3 alpha inh	HSP90 refold inh	IEC-6 cytotox	AI-2 QS mod	aSyn UTR inh	HSF1 inhib	HSF1 activator
CN1CCN(CC(=O)Nc2ccc(OCc3ccccc3)cc2)CC1	i	-59	-1	6	3	-1	7	-90	10	26
Cc1nc2ccc([N+](=O)[O-])cc2[nH]1	i	-28	0	-2	6	1	16	1	4	37

Remaining list, next part
SMILES	PolyA inhibitor	KLF5 inh	GSK3beta inhib	GSK3 alpha inh	HSP90 refold inh	IEC-6 cytotox	AI-2 QS mod	aSyn UTR inh	HSF1 inhib	HSF1 activator
O=C(c1cccc2ccccc12)N1CCC(N2CCN(c3ccccc3)CC2)CC1	i	-11	4	0	5	-3	28	25	4	10
O=C(O)Cc1csc(NC(=O)CSc2cccc(C(=O)O)n2)n1	i	-17	1	-2	-3	1	34	-11	-7	-2
O=C(NCc1ccccc1Cl)C1CCN(S(=O)(=O)c2cccc3nonc23)CC1	i	18	.	-1	2	2	.	12	1	36
O=C(CN(CC1CCCO1)C(=O)CNS(=O)(=O)c1ccc(Cl)cc1)NCCc1ccccc1 (stereo unspecified)	i	-30	-3	3	1	-2	41	16	0	14
Cc1cc(C(=O)CCl)c(C)n1CCc1ccc(Cl)cc1	i	-6	-5	-2	-1	-4	6	27	41	61*
CC(=O)c1c(C)[nH]c(C(=O)CSc2nnc(-c3cccs3)n2Cc2ccccc2)c1C	i	-22	1	0	-2	-7	27	17	7	15
CCN(Cc1cccc(OC)c1)CC1CCCN(CCc2cccc(OC)c2)C1 (stereo unspecified)	i	-31	0	-1	1	-1	10	-12	0	-5
Cc1ccc(NC(=O)Cn2cnc3c(cnn3C(C)(C)C)c2=O)cc1	i	-25	2	0	2	4	28	-8	-8	-22
CCNC(=S)NCc1ccc(OC)c(OC)c1	i	-13	-1	-3	-2	0	29	-6	-9	0
CCC(c1nnnn1C1CCCC1)N1CCN(Cc2ccccc2)CC1 (stereo unspecified)	i	-14	0	-3	0	1	7	1	-1	-10
O=C(Cn1c2c(c(-c3ccccc3Cl)cc1=O)CCC2)NCCCN1CCOCC1	i	-22	-7	0	-1	-6	-1	20	-5	6
CCC(CC)NC(=O)COC(=O)c1ccc(OCC(=O)Nc2ccccc2OC)c(OC)c1	i	-21	2	-2	-1	1	-4	-13	-9	2
CC(=O)Nc1cccc(NC(=O)c2cc(Cl)ccc2Cl)c1	i	6	0	0	3	10	17	-41	1	-10
Cc1ccc(C(C(=O)NCCc2ccccc2)N(C(=O)c2csnn2)C2CC2)o1 (stereo unspecified)	i	-4	-3	1	2	-2	8	14	-3	-21
O=C(CNC(=O)Cc1ccccc1)NCC(=O)OCc1ccc(C(=O)c2ccccc2)cc1	i	0	-3	1	-1	-3	18	15	-1	7
Cc1ccc(CNS(=O)(=O)c2cn(C)cn2)cc1	i	-24	1	-1	4	0	15	5	1	15
CCn1ncc(C2=NOC(C(=O)N3CCN(c4ccccc4)CC3)C2)c1C (stereo unspecified)	i	-5	-6	1	2	1	28	-4	1	-6
COc1cccc(CC(NC(C)=O)C(=O)NC2CCN(c3nnnn3-c3ccccc3)CC2)c1 (stereo unspecified)	i	3	-3	-3	-1	4	-1	19	-2	15
COC(=O)c1[nH]c2ccccc2c1Sc1ccccc1	i	-2	4	-1	4	12	-5	-35	8	25
CC(=O)Nc1ccc(-c2cn3cc(C)ccc3n2)cc1	i	-122	2	0	4	4	6	11	14	23
O=C(O)CCCN1C(=O)C2C3C=CC(C2C1=O)C1C(=O)N(CCCC(=O)O)C(=O)C31 (stereo unspecified)	i	-19	1	2	-5	-9	14	23	12	34
N#CCCN(C(=O)COC(=O)C1CCN(c2ccc(C(F)(F)F)cn2)CC1)c1ccc(F)cc1	i	.	0	-5	.	.	25	-4	4	10
CCCCN(CCCC)C(=O)C1(P(=O)(c2ccccc2)c2ccccc2)CCC1	i	-11	3	1	-4	-3	12	18	3	14
COc1ccc(C(NC(N)=O)c2ccccc2)cc1 (stereo unspecified)	i	-13	1	-1	-2	-4	18	-16	0	3
CC(C)(C)C(=O)Cn1ncc(Cl)c(Cl)c1=O	i	4	1	.	3	10	19	-56	0	15
NC(=O)CC(NC(=O)Cc1ccc(Br)cc1)c1ccc(NCCc2cccc(F)c2)c([N+](=O)[O-])c1 (stereo unspecified)	i	.	-1	3	.	.	14	28	19	25
CCOCCc1nnc(NC(=O)c2cccc(F)c2)s1	i	-52	2	-1	0	4	9	-42	11	27
Cc1ccc(NC(=O)CSc2nnc(-c3ccccn3)n2N)cc1F	i	8	-1	-12	4	0	15	-6	9	22
O=C(CCC1COc2ccccc2O1)N1CCCC1 (stereo unspecified)	i	-21	1	-3	-2	-8	20	-28	2	13
CCC1CO/C(=C(\C(Cl)=C(Cl)Cl)[N+](=O)[O-])N1 (stereo unspecified)	i	-1	0	1	3	-4	3	-15	2	8
CCOC(=O)c1cc(-c2ccc(OC)cc2F)nc2c1c(C)nn2CCC#N	i	-59	1	0	2	-6	13	53	-4	13
CC1CCCN(S(=O)(=O)c2ccc(C(=O)Nc3nnc(-c4ccccn4)o3)cc2)C1 (stereo unspecified)	i	19	2	-3	-3	-6	46	24	-1	21
CCn1c(Cn2nnc(-c3ccccc3)n2)nnc1SCC(=O)Nc1ccc(N(C)C)cc1	i	13	1	0	-2	-6	2	25	10	23
Cc1c(OCC(=O)N2CCC(C(N)=O)CC2)ccc2c3c(c(=O)oc12)CCC3	i	-7	0	-3	0	0	10	10	-1	9
Nc1nonc1-n1nnc(C(=O)N/N=C/c2cccc(Cl)c2)c1CN1CCCCCC1	i	.	1	-1	.	.	19	-5	2	3
O=C(CSc1nnc(C2COc3ccccc3O2)o1)N1CCN(c2ccccc2)CC1 (stereo unspecified)	i	-9	-2	-1	-4	-4	7	-3	-14	1
C=CCOC(=O)C1=C[C@@H](c2ccc(C(F)(F)F)cc2)[C@H](CCCO)[C@@H](OCC)O1	i	-5	-3	-5	4	6	20	18	-3	-25
COc1ccc(CNC(=O)CSc2ncn[nH]2)cc1	i	-48	-1	2	-2	0	1	-15	-5	18
C=CCNC(=O)c1cc2cccc(OC)c2oc1=O	i	-12	-3	-2	-4	2	-1	15	0	-6
COc1ccc(N(CC(=O)NC2CCCC2)C(=O)c2csnn2)cc1	i	-11	2	2	-2	1	31	-12	-3	4
O=C(NC(=S)NC1CCS(=O)(=O)C1)c1ccccc1 (stereo unspecified)	i	-17	0	-1	4	1	12	6	-2	-17
CC(C)(C)NC(=O)NC(=O)COC(=O)c1ccco1	i	-46	-1	-2	3	-2	52	-16	-4	5
Cn1cccc1Cc1nnc(SCC(=O)NCC2CCCO2)n1-c1ccc(F)cc1 (stereo unspecified)	i	-7	-2	0	-6	-3	3	-3	-1	-9
CCOC(=O)CSC1=NC(=O)/C(=C\c2ccc(OC(C)=O)cc2)S1	i	-100	-13	13	2	-1	60	-131	4	3
O=C(c1ccc(Cl)cc1)c1ccc(OCC(O)CN2CCCCC2)cc1 (stereo unspecified)	i	-26	-4	-11	-3	-1	7	3	-8	4
CCOC(=O)Cn1cc(/C=C/[N+](=O)[O-])c2ccccc21	i	-22	-2	12	2	0	7	-12	8	3
N/C(=N\OC(=O)CCC1CCCCC1)c1ccccn1	.	-58	-1	2	5	3	34	-180	18	23
CCOC(=O)c1cc2c(ccn2-c2ccc(F)cc2)n1CC(=O)N(CC)CC	i	4	2	0	1	-3	8	9	-1	7
Cc1cccc(OCC(=O)NC(C)C(=O)N/N=C/c2c(OCc3ccccc3)ccc3ccccc23)c1 (stereo unspecified)	i	-33	0	0	2	-4	1	-138	11	15

Only part of the results is shown; the hit share may differ from the screen's.
